Bioassay records as filed in PubChem BioAssay.
PfM18AAP inh: PfM18AAP enzyme inhibition. recombinant PfM18AAP, H-Glu-NHMec fluorogenic cleavage. inhibition, % at 7.35 µM. 1.2% of 290,000 active. AID 1822;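 active = inhibition above the campaign mean inhibition over all tested compounds plus 3 SD, cut at about 28% in these data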;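 also: 0% = plate median of test compound wells and 100% = 2 mM ZnCl2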
MEKK3 PB1 HTS: modulators (inhibitors or enhancers) of MEK5 binding to human MEKK3 PB1 domain | binding response (% of control), % at 10 µM | Q99759 | AID 1529 | 1.4% of 290,000 active | bead-based flow cytometry, Alexa488-MEK5 binding to MEKK3; actives lie on both sides; 0 = blocked by unlabeled MEK5, 100 = vehicle;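 active = binding response more than 3 SD above or below the average of its plate-row segment, actives on both sides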;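 also: Alexa488 bead fluorescence after subtracting the streptavidin-only scavenger bead signal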
Target sequence (Q99759 whole entry, looked up, the tested form may be a part): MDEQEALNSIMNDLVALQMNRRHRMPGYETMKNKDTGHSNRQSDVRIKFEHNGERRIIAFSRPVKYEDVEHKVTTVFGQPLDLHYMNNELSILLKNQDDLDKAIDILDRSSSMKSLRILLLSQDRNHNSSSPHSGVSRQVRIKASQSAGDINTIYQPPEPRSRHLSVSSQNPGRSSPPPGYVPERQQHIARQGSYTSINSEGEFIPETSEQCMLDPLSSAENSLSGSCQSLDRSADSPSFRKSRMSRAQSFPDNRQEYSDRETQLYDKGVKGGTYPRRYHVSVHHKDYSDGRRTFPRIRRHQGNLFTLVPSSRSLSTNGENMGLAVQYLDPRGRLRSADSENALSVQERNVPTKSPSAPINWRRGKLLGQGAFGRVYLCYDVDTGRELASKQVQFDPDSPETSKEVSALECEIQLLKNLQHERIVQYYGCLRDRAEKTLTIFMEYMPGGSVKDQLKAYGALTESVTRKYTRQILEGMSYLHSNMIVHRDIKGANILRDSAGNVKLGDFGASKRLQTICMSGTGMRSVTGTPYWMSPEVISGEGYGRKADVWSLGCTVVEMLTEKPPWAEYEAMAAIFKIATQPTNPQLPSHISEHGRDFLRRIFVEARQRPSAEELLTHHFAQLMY
GPR7 antagonist: antagonists of human GPR7 (neuropeptides B/W receptor 1). GPR7-expressing cells, fluorescence antagonist assay. 1.1% of 290,000 active. P48145. AID 1861. inhibition, % at 4.4 µM; in the data active = inhibition above about 16%, passing the limit was not always enough;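 also: cells stimulated with the agonist NPW; 0% = agonist with vehicle and 100% = vehicle without agonist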
PHOSPHO1 inh: PHOSPHO1 (human) inhibition; Q8TCT1; recombinant PHOSPHO1, absorbance phosphatase assay; inhibition, % at 13.3 µM; 1.1% of 290,000 active; AID 1565; in the data active = inhibition above about 60%
OXTR ag: agonists of human oxytocin receptor. P30559. CHO-OTR cells, Fluo-8 calcium fluorescence; normalized: DMSO 0%, oxytocin 100%. activation, % at 3 µM. 0.32% of 320,000 active. AID 2435;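 active = activation above the mean of all tested compounds plus 3 SD, cutoff set per screening run, cut at about 20% in these data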;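 also: peak over basal fluorescence ratio from a 100 s FLIPR kinetic read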
Target sequence (P30559 whole entry, looked up): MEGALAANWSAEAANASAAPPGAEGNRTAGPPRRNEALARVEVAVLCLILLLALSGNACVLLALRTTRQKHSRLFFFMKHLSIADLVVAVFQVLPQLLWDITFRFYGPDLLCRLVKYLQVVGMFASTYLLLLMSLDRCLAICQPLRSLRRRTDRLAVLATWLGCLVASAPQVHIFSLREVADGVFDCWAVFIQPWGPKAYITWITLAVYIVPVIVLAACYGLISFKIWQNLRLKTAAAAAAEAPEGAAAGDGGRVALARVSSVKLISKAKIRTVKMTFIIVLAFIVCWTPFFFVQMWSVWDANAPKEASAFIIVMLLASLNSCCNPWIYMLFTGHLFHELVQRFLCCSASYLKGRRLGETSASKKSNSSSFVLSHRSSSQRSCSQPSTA
MEKK2 mut-MEK5: signal of MEK5 binding to mutant human MEKK2 PB1 domain. bead flow cytometry, Alexa488-MEK5 binding to MEKK2 mutant. percent response, % at 10 µM. 0.35% of 290,000 active; in the data active = percent response above about 24%, passing the limit was not always enough; also: inactives centre near 1; some results filed as inactive read as strong as hits; reference of the scale not given here
MEKK2wt PB1 HTS: raises or lowers MEK5 binding to wildtype human MEKK2 PB1 domain | binding response (% of control), % at 10 µM | bead flow cytometry, Alexa488-MEK5 binding to MEKK2 WT; actives lie on both sides | 1.1% of 290,000 active | Q9Y2U5 | AID 1531; in the data active = binding response below about 67% or above about 130%
NALP1 inh: NALP1 inhibition. S. cerevisiae NALP1/ASC/caspase-1 growth, X-gal OD620, 72 h. inhibition, % at 10 µM. 0.61% of 280,000 active; in the data active = inhibition mostly above about 24%, no sharp cut-off; inactive = mostly below about 32%; also: some compounds called inactive have numbers as strong as hits
FID counter: counter-screen for HCV NS3 helicase inhibitors: DNA intercalator displacement; DNA fluorescent intercalator displacement, fluorescence; 0.17% of 290,000 active; inhibition, % at 7.9 µM; AID 1845; in the data active = inhibition above about 37%;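 also: 0% = vehicle and 100% = reference compound; higher means more ethidium bromide displaced from hairpin DNA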
* = called active by the depositor; / = no result given; [ ] = another dose, or the depositor's remark.

Each structure is followed by: PfM18AAP inh	MEKK3 PB1 HTS	GPR7 antagonist	PHOSPHO1 inh	OXTR ag	MEKK2 mut-MEK5	MEKK2wt PB1 HTS	NALP1 inh	FID counter
- Cc1ccc(C(=O)CCC(=O)N2CCN(C(=O)c3ccco3)CC2)cc1
 : -7	/	0	28	-2.0	/	/	-10	-10
- Cc1cc(NC(=O)C(C)Oc2ccc(Cl)cc2Cl)n(-c2ccccc2)n1 (stereo unspecified)
 : 3	95	-2	-3	-2.1	-3	90	12	-33
- CCOCCn1c(SCc2ccc(F)cc2)nc2c1c(=O)[nH]c(=O)n2C
 : 0	104	-11	-9	-0.7	4	109	-20	-23
- Cc1ccc(NC(=O)CCNCc2ccco2)cc1S(=O)(=O)N(C)C
 : 14	98	3	48	0.3	5	96	8	22
- Cc1nn2c(-c3cccc(NC(=O)c4ccco4)c3)nnc2c2ccccc12
 : 2	93	-17	10	-2.3	-4	96	9	-27
- Cc1nc2nc(SCC(=O)c3ccc([N+](=O)[O-])cc3)[nH]c2cc1Br
 : -2	95	12	-21	-0.2	-5	86	11	0
- Cc1cc(C)n2nc(SCC(=O)NC(=O)NCc3ccco3)nc2n1
 : 4	103	-8	-7	0.9	5	105	7	-5
- CCn1c(C)c(C(=O)O)c2cc(OC)c3ccccc3c21
 : 9	102	2	33	-0.9	1	102	24	-6
- Cc1nn(C(=O)N2CCOCC2)c(C)c1C
 : 0	100	1	14	-0.6	-3	100	-29	-2
- CN(C)S(=O)(=O)c1ccc2oc(SCC(=O)NCC(F)(F)F)nc2c1
 : 5	99	-1	21	3.2	0	101	-1	0
- CC(=O)NCCc1nc2ccccc2n1Cc1ccc(Cl)cc1
 : 3	96	-3	47	0.1	-4	95	8	-13
- CCOC(=O)C1=C(O)/C(=C/c2cn(CC(=O)NCC3CCCO3)c3ccccc23)SC1=Nc1ccc(C)cc1 (stereo unspecified)
 : -4	104	2	/	0.6	16	93	/	-4
- O=S(=O)(c1ccc(Cl)cc1)n1cnc2ccccc21
 : 0	97	-19	20	0.5	3	102	17	3
- COc1cc2cc(C(c3nnnn3C(C)(C)C)N3CCc4ccccc43)c(=O)[nH]c2cc1OC (stereo unspecified)
 : 7	92	3	32	-0.5	-6	94	13	-21
- S=C1NC(c2ccccc2)=NCN1c1ccc(Cl)cc1
 : 14	/	6	22	3.4	/	/	-6	-4
- CC(C)Sc1nnc(Nc2ccccc2)s1
 : 6	102	9	12	-2.0	-2	106	5	-11
- Cc1c(NC(=O)CN2CCN(c3ccc(O)cc3)CC2)c(=O)n(-c2ccccc2)n1C
 : 39*	97	-6	-83	0.7	2	99	11	-11
- CCC(C)Sc1nc2c(cnn2-c2ccc(C)cc2)c(=O)[nH]1 (stereo unspecified)
 : 0	109	-3	20	-1.1	0	108	/	2
- CC(C)CCn1cnc2c(c1=O)c1nc3ccccc3nc1n2Cc1ccc2c(c1)OCO2
 : -2	106	-9	-12	/	3	97	-16	2
- CCNC(=S)N1CCC(c2nc3cc(C)c(C)cc3[nH]2)CC1
 : -4	99	-7	-6	-1.5	19	110	14	6
- COc1cc(CNCCO)ccc1OCCc1ccccc1
 : 0	102	5	24	0.5	6	121	5	3
- CCCC(c1nnnn1CC(=O)OCC)N(Cc1cc2c(C)cc(C)cc2[nH]c1=O)C1CCCC1 (stereo unspecified)
 : -2	104	-2	14	-0.7	23	102	24	-3
- CN(C)CCN(C(=O)c1ccc(C(=O)c2ccccc2)cc1)c1nc2cc3c(cc2s1)OCCO3
 : 2	100	15	43	0.8	4	123	24	16
- CCCn1c(SCC(=O)N2CCCc3ccccc32)nnc1-c1ccccn1
 : 10	/	-7	17	-1.5	/	/	35	-30
- CC(C)N1C(=O)C2C(C(=O)NC3CCCCC3)C3C=CC2(O3)C1C(=O)NC1CCCC1 (stereo unspecified)
 : -5	100	6	25	-0.3	3	103	37	-1
- O=C(NCc1ccccn1)c1ccc(Cl)c(S(=O)(=O)N2CCCCC2)c1
 : -13	104	-13	42	3.9	7	100	21	-17
- CCCCc1nc(N2CCOCC2)c(C#N)c2c1COC(C)(C)C2
 : -3	104	-10	24	-2.9	4	101	12	-13
- O=C(OC1CCS(=O)(=O)c2sccc21)c1ccccc1 (stereo unspecified)
 : 1	102	-9	9	2.8	-1	102	25	-13
- O=C(Cn1ncc2c(=O)oc3ccccc3c21)N1CCCc2ccccc21
 : -1	102	1	18	7.7	3	104	-2	-3
- Cc1ccc(C(=O)N2CCN=C2SCc2ccc([N+](=O)[O-])cc2)cc1C
 : 3	64*[inhibitor]	-4	20	0.9	-4	82	5	3
- CCOC(=O)[C@@H]1[C@H]2COc3ccc(Br)cc3[C@H]2N2C(=O)N(c3cccc(Cl)c3)C(=O)[C@]12C
 : 7	104	-7	-19	0.1	-1	101	-6	-23
- COc1ccccc1-c1cc(C(F)(F)F)nc(S(=O)(=O)CCCC(=O)N2CCOCC2)n1
 : -7	100	13	-22	-2.4	6	100	15	-13
- OC1CCCN(C(=S)Nc2ccc(SC(F)F)cc2)C1 (stereo unspecified)
 : 4	93	-2	-14	2.5	0	92	10	1
- Cn1c(=O)n(CCOc2ccc(Cl)cc2Cl)c2ccccc21
 : 1	107	6	2	0.0	2	106	-7	-5
- C/C(=N\NC(=O)c1ccc(C)cc1)C1C(=O)c2ccccc2C1=O
 : 10	105	-10	3	15	4	100	5	-2
- COc1ccc(C2C(C(=O)NCC3CCCO3)c3cc(OC)c(OC)cc3C(=O)N2C)cc1OC (stereo unspecified)
 : -9	98	-5	-3	0.2	-2	99	28	-8
- Cc1ccc(-c2n[nH]c3c2CCC3)cc1
 : -4	106	-6	0	-2.3	4	106	15	-3
- CC(C)CNc1c(N)n(CC(C)C)c(=O)[nH]c1=O
 : 3	101	1	9	/	-3	96	4	-8
- COc1cccc(Cn2cccc(NC(=O)NCc3ccccc3)c2=O)c1
 : 6	99	-5	36	-0.4	5	99	0	-24
- Cc1cc(OCC(=O)N2CCOCC2)c(C(C)C)cc1Cl
 : -4	101	-15	17	-1.8	0	101	10	-23
- CC(=O)Nc1ccc(C(=O)CSc2ncn(-c3ccccc3)n2)cc1
 : -95	90	0	-3	0.6	-9	97	-19	-3
- CCCOC1OC(=O)c2c1ccc(OC)c2OC (stereo unspecified)
 : 0	101	-1	-6	-0.6	3	99	12	7
- CC(C)C(=O)N=c1sc2cccc(F)c2n1C
 : -3	89	-17	-108	-2.9	-11	92	2	-4
- COc1cc(C(=O)Nc2ccc3c(c2)ncn3C(C)(C)C)cc(OC)c1OC
 : 4	96	8	20	/	-2	95	9	-24
- COc1ccc(N/C=C\C(=O)c2ccc(Br)cc2)cc1OC
 : 8	106	-10	3	0.0	6	112	16	-11
- Cc1cc(C)c(NC(=O)C2CCCN2CCOC(=O)c2cccc([N+](=O)[O-])c2)c(C)c1 (stereo unspecified)
 : -6	120	-4	-6	-2.8	0	100	28	-16
- COc1cc2ccccc2cc1C(=O)N1CCN(C)CC1
 : 1	103	-7	-25	-0.3	7	102	9	0
- CCCS(=O)(=O)c1c(S(=O)(=O)CCC)c2cnccn2c1C(=O)c1ccc(Cl)cc1
 : 11	96	0	4	-1.9	-3	96	26	-5
- O=C1NC(=Nc2cccc([N+](=O)[O-])c2)SC1(CO)CO
 : -3	105	-3	29	0.3	6	105	17	-3
- Cc1noc(C)c1N=Nc1ccccc1C(=O)O
 : 2	101	-9	-7	1.0	3	103	13	-3

The listing continues.
Each structure is followed by: PfM18AAP inh	MEKK3 PB1 HTS	GPR7 antagonist	PHOSPHO1 inh	OXTR ag	MEKK2 mut-MEK5	MEKK2wt PB1 HTS	NALP1 inh	FID counter
- COc1ccccc1C(=O)N(NC(=O)Oc1ccccc1)C(C)(C)C
 : 4	103	-11	9	-1.9	-1	103	22	-7
- COc1ccc(NC(=S)N2CCC(N(C)CC3CCCO3)CC2)cc1 (stereo unspecified)
 : -5	103	1	2	-0.4	1	108	19	0
- COC(=O)c1cc(NS(=O)(=O)c2ccc(N3CCC(C)CC3)c([N+](=O)[O-])c2)cc(C(=O)OC)c1
 : -3	96	-1	-24	-2.2	0	108	24	-5
- COc1ccccc1C(=O)Nc1ccc(CN2CCCCC2)cc1
 : 1	93	-8	24	1.2	-1	93	2	6
- CC(=O)Oc1c(I)cc(I)cc1C(=O)Nc1ccc(Cl)cc1
 : 11	102	27*	41	0.8	2	98	3	-23
- Cc1occc1C(=O)NCc1ccco1
 : 1	105	-6	-7	0.7	0	98	34	-2
- CC1CC(C)CN(C(=O)Nc2ccccc2F)C1 (stereo unspecified)
 : -14	94	-13	24	-0.3	-10	94	2	-4
- O=C(Nc1ccc(O)cc1)c1ccc(NC(=O)c2ccco2)cc1
 : 1	101	-1	4	1.4	-4	101	-12	-5
- O=C(c1ccco1)N1CCN(Cc2cccc([N+](=O)[O-])c2)CC1
 : -3	87	-3	42	-0.1	-7	85	3	5
- O=C(Cc1cccs1)Nc1ccc(-c2nnc(-c3ccccc3)o2)cc1
 : -8	99	-4	/	1.1	5	100	/	1
- CCC(=O)Nc1nc2ccccc2n1CCN(CC)CC
 : -12	86	-9	6	1.3	-8	92	/	11
- Cc1ccc2oc(C(=O)N3CCC(O)(c4cccc(C(F)(F)F)c4)CC3)c(C)c2c1
 : -3	91	5	36	0.0	-3	93	16	-21
- COc1ccc(C2=NOC(CN3C(=O)c4ccccc4S3(=O)=O)C2)cc1 (stereo unspecified)
 : -1	93	-10	-25	0.1	7	101	12	-1

Gathered by group, the entries above containing an aryl thioether with sulfur outside any ring
Each structure is followed by: PfM18AAP inh	MEKK3 PB1 HTS	GPR7 antagonist	PHOSPHO1 inh	OXTR ag	MEKK2 mut-MEK5	MEKK2wt PB1 HTS	NALP1 inh	FID counter
- CCOCCn1c(SCc2ccc(F)cc2)nc2c1c(=O)[nH]c(=O)n2C
 : 0	104	-11	-9	-0.7	4	109	-20	-23
- Cc1nc2nc(SCC(=O)c3ccc([N+](=O)[O-])cc3)[nH]c2cc1Br
 : -2	95	12	-21	-0.2	-5	86	11	0
- Cc1cc(C)n2nc(SCC(=O)NC(=O)NCc3ccco3)nc2n1
 : 4	103	-8	-7	0.9	5	105	7	-5
- CN(C)S(=O)(=O)c1ccc2oc(SCC(=O)NCC(F)(F)F)nc2c1
 : 5	99	-1	21	3.2	0	101	-1	0
- CC(C)Sc1nnc(Nc2ccccc2)s1
 : 6	102	9	12	-2.0	-2	106	5	-11
- CCC(C)Sc1nc2c(cnn2-c2ccc(C)cc2)c(=O)[nH]1 (stereo unspecified)
 : 0	109	-3	20	-1.1	0	108	/	2
- CCCn1c(SCC(=O)N2CCCc3ccccc32)nnc1-c1ccccn1
 : 10	/	-7	17	-1.5	/	/	35	-30
- OC1CCCN(C(=S)Nc2ccc(SC(F)F)cc2)C1 (stereo unspecified)
 : 4	93	-2	-14	2.5	0	92	10	1
- CC(=O)Nc1ccc(C(=O)CSc2ncn(-c3ccccc3)n2)cc1
 : -95	90	0	-3	0.6	-9	97	-19	-3
